# MT stabilizer: stabilizes microtubules in HeLa cells; % tubulin-high responders, % at 10 µM; hit rate 0.83% among 200,000; HeLa tubulin immunostaining HCS, 24 h; share of cells brighter than vehicle mean+2SD;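 active = plate Z-score above 3 for both tubulin-high and condensed-nucleus cell shares, with cell loss under 80%, at 10 µM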;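 note: anti alpha tubulin signal scored within the nucleus-defined area of each cell; some results filed as inactive read as strong as hits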
# M17LAP inhibition: P. falciparum M17LAP inhibitors, primary screen, biochemical, fluorogenic H-Leu-NHMec substrate, 1536-well (AID 1619). recombinant M17LAP, H-Leu-NHMec fluorogenic kinetic assay; higher % means a stronger effect. inhibition, % at 30 µM; hits with a dose series show IC50 in µM. hit rate 0.38% among 220,000;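 active = compound inhibiting the enzyme by more than half at any dose during confirmatory dose-response retesting; inconclusive = strong single-dose inhibitors picked by rank but not retested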;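 note: plate controls were full reaction with DMSO carrier for no effect and no enzyme background for full effect; strong numbers were not always called active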
# Dynein cargo inh: dynein cargo transport inhibition | 3617.4 mouse cells, GR-EGFP nuclear translocation imaging; test concentration mostly 20 µM; stimulated with dexamethasone, 1 µM; hits give low values | AID 1381 | z-score, hits read low | hit rate 0.47% among 220,000;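 active = plate z-score of nuclear minus cytoplasmic receptor signal below a set negative limit, without overly bright fluorescence or cell loss, cut at about -3.5 in these data, passing the limit was not always enough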;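 note: z-score of nuclear minus cytoplasmic ring GR-EGFP intensity difference per well; some compounds called inactive have numbers as strong as hits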
#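 Also added: dexamethasone, 1.0 µM final. Medium: tet-free, stripped-serum medium. Detection: fixed, Hoechst-stained cells imaged at 10x for EGFP. Read-out: nuclear-to-cytoplasmic GR-EGFP distribution per well. Times: induction 48 h, compound 1 h, agonist 30 min.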
# Lipid droplet: hepatic lipid droplet formation modulation | AML12 mouse hepatocytes, oleate lipid droplets, BODIPY imaging | inhibition, % at 6.5 µM | hit rate 0.4% among 240,000;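 active = lipid droplet intensity inhibited by at least 50%, with more than 500 cells counted; inconclusive = wells with under 300 cells, treated as cytotoxic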
#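 Technique: fluorescence imaging, 20x objective, two fields per well / Assay system: AML12 hepatocytes (mouse) / Measure: % inhibition of lipid droplet signal / Doses: 6.5 µM single-point dosing / Incubation: overnight exposure / Reagent: 100 µM oleic acid challenge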
# Autophagy HCS: alters autophagy in cells | MEF GFP-LC3 puncta imaging; test concentration mostly 10 µM | hit rate 0.98% among 190,000 | AID 463193 | calls only at 10 µM (by protocol);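 active = percentage of spot-positive cells more than 3 SD above its plate mean, without a fluorescence outlier flag or 80% toxicity; inconclusive = no clear call, values can overlap the other calls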;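 note: spot-positive cell cutoff set from DMSO-treated cells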
# Yfh1-depleted yeast: mitochondrial function rescue without frataxin homolog – Friedreich's ataxia, plus single-dose screen, dose response (AID 1465); S. cerevisiae Yfh1-off respiration, WST-1 reduction, 72 h; higher fold induction means a stronger effect; fold induction at 50 µM, or EC50 in µM where a hit was titrated; hit rate 0.074% among 220,000;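 active = fold induction of absorbance versus untreated yeast above a set limit, then at least 30% activation at any dose in follow-up; inconclusive = repeats straddling the limit, or above it without dose testing; inactive = fold induction below the set limit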;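 note: activators that raise dye reduction in frataxin-depleted yeast; strong numbers were not always called active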
# P. falciparum M1AAP: P. falciparum M1AAP inhibitors, biochemical, fluorogenic H-Leu-NHMec substrate, 1536-well (AID 1445) | one-dose inhibition, % at 30 µM; IC50 in µM for titrated hits | hit rate 0.42% among 220,000 | recombinant M1AAP, H-Leu-NHMec fluorogenic kinetic assay; higher % means a stronger effect;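 active = primary inhibition above the hit cutoff, then over 50% inhibition at one or more dose response concentrations, cut at about 23% in these data, passing the limit was not always enough; inconclusive = conflicting primary data, or primary hits not chosen for dose response; inactive = low primary inhibition, or under 50% at every dose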;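 note: plate controls were DMSO full reaction for no effect and no enzyme background for full effect; strong numbers were not always called active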
# Insulin prom up: MIN6 insulin promoter up-regulation. z-score at 5 µM. hit rate 0.3% among 190,000. MIN6 insulin promoter-GFP reporter, high-content imaging; hits give high values;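 active = z-score above 3 at 5 µM with at least 500 cells counted in the well; inconclusive = wells under 500 cells, flagged as cytotoxic or low count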
# ER stress rescue: rescue of cells from ER stress-induced death, primary screen, 384-well, CSM14.1, thapsigargin, ATP luminescence (AID 1222); CSM14.1 thapsigargin-induced death rescue, ATP luminescence; higher % means a stronger effect; cellular ATP content (survival), % at 20 µM, or EC50 in µM where a hit was titrated; 190,000 tested, under 10 active;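 active = EC50 below 50 µM in the dose-response confirmation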;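 note: death triggered by thapsigargin at about 15 µM added after 2 h compound pretreatment; cell ATP read after overnight thapsigargin exposure of roughly 18 to 22 hours; normalized against plate controls of thapsigargin alone and 5% DMSO vehicle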
# Dynein cargo inh cytoplasmic EGFP: also measured in Dynein cargo inh; calls as there; z-score; measured here: cytoplasmic GR-EGFP intensity; hits give high values
# Dynein cargo inh nuclear GR-EGFP: second read-out of Dynein cargo inh, no call of its own (marks repeat the call); z-score; measured here: nuclear GR-EGFP intensity;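 lower value marks the stronger effect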
# Dynein cargo inh cell count: further read-out of Dynein cargo inh, marked with its call; z-score; measured here: cell count per field
# Insulin prom up cell count: recorded beside Insulin prom up, whose call it bears; cell count; measured here: cytotoxicity, nuclei count;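 total cells summed across four imaged fields per well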
# Lipid droplet cells 6.5 µM: recorded beside Lipid droplet, whose call it bears; cell count; measured here: cell count, cytotoxicity flag;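 cells counted across two imaged fields per well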
# MT stabilizer Hoechst-high %: further read-out of MT stabilizer, marked with its call; % Hoechst-high responders; measured here: nuclear condensation Hoechst responders;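 share of cells brighter than vehicle mean plus two SD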
# MT stabilizer cytotoxicity %: recorded beside MT stabilizer, whose call it bears; toxicity, %; measured here: cytotoxicity by cell density;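 0% = mean cell density of plate MIN control wells and 100% = no cells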
# Autophagy HCS cell loss 18 h: second read-out of Autophagy HCS, no call of its own (marks repeat the call); toxicity, %; measured here: cell loss, nuclei count;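 cell loss after 18 h compound exposure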
# Numbers without * were called inactive; i = inactive; ? = inconclusive; . = not tested or not shown.
# Every second line gives: MT stabilizer | MT stabilizer Hoechst-high % | MT stabilizer cytotoxicity % | M17LAP inhibition | Dynein cargo inh | Dynein cargo inh cytoplasmic EGFP | Dynein cargo inh nuclear GR-EGFP | Dynein cargo inh cell count | Lipid droplet | Lipid droplet cells 6.5 µM | Autophagy HCS | Autophagy HCS cell loss 18 h | Yfh1-depleted yeast | P. falciparum M1AAP | Insulin prom up | Insulin prom up cell count | ER stress rescue
- COCCn1nnnc1C(CC(C)C)N1CCN(c2nc3ccccc3s2)CC1 (centres undefined)
  1.9 | 1.2 | 5.3 | 5% | -0.13 | -0.27 | 0.088 | 0.41 | 0 | 621 | i | 17 | i | 6% | -1.7 | 1347 | 1.2%
- O=C(CCCCCn1c(=S)[nH]c2ccccc2c1=O)NCc1ccc2c(c1)OCO2
  2.6 | 1.7 | 8.4 | -4% | -0.43 | -0.18 | 0.23 | 0.53 | . | . | i | 32 | i | 3% | -0.56 | 1539 | 2.0%
- Cc1cc(C)c2c(N)c(C(=O)c3ccccc3)sc2n1
  . | . | . | -3% | -0.47 | -0.26 | -0.22 | 0.14 | -9 | 721 | . | . | i | 4% | 0.79 | 1421 | .
- CC(C)NCC(O)COCCOc1ccc(Cl)cc1 (centres undefined)
  . | . | . | 7% | 0.033 | -0.17 | -0.047 | -0.46 | 5 | 741 | . | . | i | 1% | -0.19 | 1043 | .
- C=CCNC(=S)NNC(=O)c1csc(C)c1C
  4.1 | 3.3 | 9.4 | -1% | -0.51 | -0.27 | -0.29 | 1.6 | 2 | 691 | i | -2 | i | 2% | -0.09 | 1404 | -2.1%
- CCOc1ccccc1NC1=CC(=O)CC(c2ccccc2)C1 (centres undefined)
  25* | 30* | 26* | 12% | 0.13 | -0.21 | -0.33 | 0.025 | . | . | i | 7 | i | 21% | 0.57 | 1569 | -0.9%
- O=C(NCc1cccnc1)c1ccccc1-c1nc(-c2ccccc2)no1
  2.5 | 1.9 | 0.8 | 4% | 1 | -0.099 | 0.84 | -1.7 | -4 | 752 | i | -14 | i | 0% | 0.36 | 1448 | -0.3%
- O=c1cc(CO)oc(C(Nc2ccccn2)c2ccsc2)c1O (centres undefined)
  2.6 | 1.7 | 15 | 31% | -0.91 | -0.22 | -0.15 | 0.61 | . | . | i | -43 | i | 8% | -0.49 | 1535 | -1.1%
- Cc1nnc(SCC(=O)Nc2ccc3c(c2)COC3=O)n1-c1ccccc1
  6.4 | 3.2 | 11 | 3% | 0.047 | -0.17 | 0.36 | -0.031 | 26 | 648 | . | . | i | 2% | -0.22 | 1929 | .
- NS(=O)(=O)c1ccc(NC(=O)Nc2cccc(Cl)c2)cc1
  0.6 | 0.9 | 5.8 | -1% | 0.66 | -0.1 | 0.38 | 0.47 | 10 | 705 | i | -1 | i | -2% | -0.22 | 1324 | -2.9%
- Cc1ccc(CS(=O)(=O)Cc2ccc(C(=O)NCc3ccco3)o2)cc1
  1.8 | 1.9 | 12 | 3% | -0.82 | -0.17 | -0.35 | 0.81 | . | . | i | -9 | i | 5% | -0.51 | 1643 | -1.2%
- CCN(Cc1ccccc1)S(=O)(=O)c1cc(C(=O)NC(C)C2CC3CCC2C3)ccc1OC (centres undefined)
  4.4 | 1.6 | 8.9 | -13% | 0.76 | -0.17 | 0.0099 | -0.7 | 2 | 539 | i | 20 | i | -1% | -1.1 | 993 | 0.5%
- Cc1ccc2c(c1)CCCN2C(=O)c1ccco1
  3.6 | 2.8 | 3.5 | -6% | 0.095 | 0.096 | 0.11 | 0.49 | 1 | 772 | i | -4 | i | 1% | 1.1 | 939 | -4.1%
- O=C(NC1CC1)c1ccc2snnc2c1
  3.1 | 1.2 | 7.6 | -4% | 0.0083 | -0.12 | -0.2 | 0.01 | 6 | 642 | i | -6 | i | 2% | -1.4 | 1453 | -1.5%
- CC(NCC1(N2CCOCC2)CCCCC1)C(=O)Nc1ccc(Cl)cc1Cl (centres undefined)
  1.4 | 1.8 | 9.5 | -7% | -0.28 | -0.24 | -0.13 | 0.44 | 1 | 730 | i | -53 | i | -3% | -0.2 | 1244 | 0.5%
- Cc1cccc(-n2c(SCC(=O)N3CC(=O)Nc4ccccc43)nc3ccccc3c2=O)c1C
  9.8 | 1.6 | 3.1 | -2% | -0.55 | -0.19 | -0.05 | -0.17 | -38 | 654 | i | 12 | i | -1% | 0.12 | 1431 | -2.2%
- Nc1nc(CSC(=S)N2CCN(c3ccccc3)CC2)nc(Nc2ccc(F)cc2)n1
  1.6 | 1.9 | 8.8 | -5% | 0.09 | -0.29 | 0.079 | 0.76 | 1 | 657 | i | -7 | i | 3% | 0.02 | 1083 | -0.3%
- CN(C)/C=C/C(=O)c1ccc(Br)cc1
  4.3 | 2.0 | 2.0 | 11% | -0.26 | -0.17 | 0.0021 | 0.23 | -8 | 711 | i | 29 | i | 4% | -0.08 | 1369 | -1.0%
- COC(=O)C1=C(C)N(c2ccc(C)c(C)c2)/C(=C/c2ccco2)C1=O
  2.1 | 1.3 | 4.9 | 0% | 0.68 | -0.15 | 0.48 | -0.33 | -6 | 727 | i | 26 | i | 5% | . | . | -0.1%
- O=C(Nc1nc(N2C(=O)c3ccccc3C2=O)n(-c2ccccc2)n1)c1ccc(Cl)cc1
  2.9 | 1.4 | 3.9 | 6% | 2.4 | -0.17 | 1.4 | -1.8 | . | . | i | -2 | i | 16% | -0.4 | 1325 | -2.7%
- O=C(C/C(=N\NC(=O)c1ccccc1Br)C(F)(F)F)c1cccs1
  2.9 | 1.9 | 9.3 | 3% | -0.16 | -0.25 | -0.07 | 1.2 | 1 | 585 | i | 1 | i | ? | 0.02 | 1263 | -2.1%
- CCOC(=O)CSc1ncnc2c1cnn2-c1ccc(Cl)cc1
  2.9 | 1.6 | 2.5 | -13% | -0.42 | -0.2 | -0.076 | 0.28 | . | . | i | -3 | i | -7% | 0.35 | 1246 | -2.4%
- Cn1c(SCC(=O)N2CCN(c3cccc(Cl)c3)CC2)nnc1-c1ccncc1
  3.8 | 1.5 | 7.6 | -1% | -0.33 | -0.19 | -0.81 | -0.12 | -3 | 661 | i | -1 | i | -5% | -0.65 | 1697 | -0.5%
- O=C(Nc1ccc(S(=O)(=O)NCc2ccccc2)cc1)Nc1ccc2c(c1)OCO2
  2.4 | 2.4 | 11 | 13% | -0.74 | 0.094 | -0.44 | 0.66 | -13 | 739 | i | -1 | i | -1% | 0.86 | 1072 | 2.2%
- CCCNC(=O)N1CCCC(C(=O)c2cccc(Cl)c2)C1 (centres undefined)
  1.3 | 1.0 | 2.7 | 3% | 0.26 | -0.15 | 0.48 | 0.37 | -3 | 752 | i | 11 | i | 1% | . | . | 0.9%
- O=C(NC1CCCCC1)NC1CCN(S(=O)(=O)Cc2ccccc2)CC1
  2.3 | 1.9 | 3.2 | -11% | 0.33 | 0.065 | 0.64 | 0.69 | -12 | 680 | i | -8 | i | 4% | -1.2 | 1856 | -2.4%
- CCOC(=O)/C(C#N)=C/c1cc2ccc(C)cc2nc1Cl
  2.5 | 2.4 | 7.3 | 14% | -1.1 | -0.2 | -0.3 | 0.17 | -2 | 686 | i | 8 | i | 12% | 0.87 | 1199 | -1.7%
- Cc1nc(NC(=O)/C=C/c2ccccc2)sc1C(=O)Nc1ccc(Cl)cc1
  0.6 | 5.2 | 5.3 | 0% | 0.27 | -0.23 | -0.43 | 0.44 | . | . | i | -4 | i | 2% | . | . | -1.0%
- Cc1ccccc1CS(=O)(=O)Cc1ccc(C(=O)N2CCOCC2)o1
  2.2 | 3.5 | 11 | -5% | 0.77 | 0.064 | 1.3 | -0.27 | . | . | i | -3 | . | -2% | 0.69 | 1555 | -2.0%
- CCn1cc(CNC(=O)c2cc(-c3cc(OC)ccc3OC)nc3ccccc23)c(C)n1
  2.4 | 1.6 | 5.8 | 7% | -0.42 | -0.27 | 0.052 | 1.8 | 0 | 444 | i | -12 | i | 4% | -0.4 | 1432 | 8.4%
- O=C(O)c1ccccc1N/C=C\[N+](=O)[O-]
  1.5 | 0.5 | 1.8 | 12% | 0.59 | -0.28 | 0.41 | -0.48 | -2 | 687 | i | -30 | i | 4% | 0.27 | 1071 | -0.8%

# Fetched one by one from the entries so far (2):
# Every second line gives: MT stabilizer | MT stabilizer Hoechst-high % | MT stabilizer cytotoxicity % | M17LAP inhibition | Dynein cargo inh | Dynein cargo inh cytoplasmic EGFP | Dynein cargo inh nuclear GR-EGFP | Dynein cargo inh cell count | Lipid droplet | Lipid droplet cells 6.5 µM | Autophagy HCS | Autophagy HCS cell loss 18 h | Yfh1-depleted yeast | P. falciparum M1AAP | Insulin prom up | Insulin prom up cell count | ER stress rescue
- CCCNC(=O)N1CCCC(C(=O)c2cccc(Cl)c2)C1 (centres undefined)
  1.3 | 1.0 | 2.7 | 3% | 0.26 | -0.15 | 0.48 | 0.37 | -3 | 752 | i | 11 | i | 1% | . | . | 0.9%
- O=C(O)c1ccccc1N/C=C\[N+](=O)[O-]
  1.5 | 0.5 | 1.8 | 12% | 0.59 | -0.28 | 0.41 | -0.48 | -2 | 687 | i | -30 | i | 4% | 0.27 | 1071 | -0.8%

# From PubChem BioAssay
